From PubChem BioAssay
tim10-1 inh – inhibits growth of tim10-1 mutant yeast | 330,000 compounds, 2.2% hits | inhibition, % at 20 µM | S. cerevisiae tim10-1 ts strain growth, BacTiter-Glo, 24 h;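 active = inhibition of at least 40%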;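 note: mutant grown at 25 °C; 0% = DMSO wells with yeast and 100% = wells holding no yeast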
Jurkat NFkB inh – lowers PMA/ionomycin-induced NF-kB signal in Jurkat cells. PMA/ionomycin-induced NF-kB luciferase reporter, luminescence. inhibition, % at 4 µM. 330,000 compounds, 0.53% hits; in the data active = inhibition above about 50%
697 NFkB inh – inhibitors of the PMA/ionomycin-induced NF-kB reporter in 697 B cells | AID 435022 | 697 B-cell NF-kB luciferase reporter, 16 h | inhibition, % at 4 µM | 330,000 compounds, 0.33% hits; in the data active = inhibition above about 35%
XBP1 UPR activ – activators of adaptive arm of unfolded protein response (XBP1) | AID 463104 | 330,000 compounds, 0.33% hits | CHO-XBP1 luciferase reporter, IRE1-XBP1 UPR activation, luminescence; percent of tunicamycin response, DMSO as zero | activation, % at 20 µM;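 active = versus positive control, 20 µM dose yields 30% or more activation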;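 note: 100% = tunicamycin at 10 µg/mL and 0% = DMSO only wells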
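incubation = overnight seeding at 37 °C, 6 h compound treatment at 37 °C | assay system = CHO-XBP1 cells stably carrying IRE1-XBP1-driven luciferase reporter | input = 1000 cells per well | detection = luciferase luminescence | dosing = single point, 20 µM final compound, 1% DMSO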
Mdm2-MdmX inh – inhibitors of human Mdm2/MdmX interaction; SaOS-2 split-luciferase Mdm2/MdmX complementation, luminescence; O15151+Q00987; 330,000 compounds, 3% hits; AID 485346; inhibition, % at 8 µM;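 active = inhibition of at least 50% at 8 µM in the primary screen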
Target sequence (O15151 whole entry, looked up): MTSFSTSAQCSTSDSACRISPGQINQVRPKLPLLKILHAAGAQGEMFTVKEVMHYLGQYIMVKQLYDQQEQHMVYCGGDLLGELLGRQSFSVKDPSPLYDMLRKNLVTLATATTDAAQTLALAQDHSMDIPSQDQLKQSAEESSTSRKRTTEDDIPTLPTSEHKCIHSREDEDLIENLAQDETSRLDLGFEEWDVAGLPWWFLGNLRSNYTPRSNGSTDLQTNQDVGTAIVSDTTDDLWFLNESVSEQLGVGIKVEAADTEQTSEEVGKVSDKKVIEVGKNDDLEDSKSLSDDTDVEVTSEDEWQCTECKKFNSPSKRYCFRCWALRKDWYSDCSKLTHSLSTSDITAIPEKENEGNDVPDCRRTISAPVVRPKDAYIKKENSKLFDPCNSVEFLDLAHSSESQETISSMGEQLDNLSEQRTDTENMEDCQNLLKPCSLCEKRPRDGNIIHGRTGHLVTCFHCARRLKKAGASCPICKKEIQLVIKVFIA
Target sequence (Q00987 whole entry, looked up): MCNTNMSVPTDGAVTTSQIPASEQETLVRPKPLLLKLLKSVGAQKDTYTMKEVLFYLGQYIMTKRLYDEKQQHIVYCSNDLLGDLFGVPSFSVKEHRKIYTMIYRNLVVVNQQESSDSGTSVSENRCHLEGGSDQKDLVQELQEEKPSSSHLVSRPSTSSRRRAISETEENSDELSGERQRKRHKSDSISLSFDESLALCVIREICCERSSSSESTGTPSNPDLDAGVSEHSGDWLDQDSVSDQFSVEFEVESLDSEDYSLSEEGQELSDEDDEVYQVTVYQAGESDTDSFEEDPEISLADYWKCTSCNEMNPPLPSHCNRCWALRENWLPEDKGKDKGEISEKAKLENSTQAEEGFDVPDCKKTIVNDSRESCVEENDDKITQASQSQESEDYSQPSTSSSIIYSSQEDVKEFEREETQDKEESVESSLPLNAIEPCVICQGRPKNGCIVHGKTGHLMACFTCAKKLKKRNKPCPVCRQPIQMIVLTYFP
tim23-1 inh – inhibits growth of tim23-1 mutant yeast. S. cerevisiae tim23-1 growth, BacTiter-Glo luminescence, 24 h. inhibition, % at 20 µM. 330,000 compounds, 1.3% hits;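 active = growth inhibition of the mutant yeast at or above 50%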;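 note: temperature-sensitive mutant grown at 25 °C; plate controls were DMSO-treated mutant yeast for no effect and medium wells lacking yeast for full effect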
CHOP UPR activ – activators of apoptotic arm of unfolded protein response (CHOP); CHO-CHOP luciferase reporter, UPR activation, luminescence; percent of tunicamycin response over DMSO baseline; activation, % at 10 µM; 330,000 compounds, 0.34% hits;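 active = at 10 µM dose, activation of 40% or more, normalized to positive control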;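 note: 100% = tunicamycin at 10 µg/mL and 0% = DMSO alone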
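Evaluation: % reporter activation, DMSO baseline versus tunicamycin full activation; System: CHO-CHOP luciferase reporter cell line; Input: 500 cells/well; Incubation: 6 h compound treatment, 37 °C; Measured by: Steady-Glo luciferase luminescence; Dosing: one dose, 10 µM in 0.5% DMSO; Buffer or medium: F12 medium, 10% FBS; Benchmarks: positive tunicamycin 10 µg/mL, negative DMSO alone.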
TIM10 inh – growth inhibitors of TIM10 yeast strain. S. cerevisiae TIM10 strain growth, BacTiter-Glo luminescence, 24 h. 330,000 compounds, 1.4% hits. inhibition, % at 10 µM;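 active = inhibition of 40% or more at the single tested concentration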;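 note: wild-type TIM10 isogenic control strain grown at permissive 25 °C; 0% = DMSO yeast wells and 100% = minimal medium wells without yeast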
* hit, by the source's call.

A first look:
How did Cc1ccc(C)c(N(C)C(=O)COc2cc(=O)n(C)c3ccccc23)c1 do in these assays?
tim10-1 inh: 20; Jurkat NFkB inh: 7; 697 NFkB inh: 7; XBP1 UPR activ: 1; Mdm2-MdmX inh: 4; tim23-1 inh: 23; CHOP UPR activ: 1.5; TIM10 inh: -1

Results for O=C(O)CCc1ccc(-c2ccc(Cl)cc2)n1NC(=O)c1ccc(O)cc1 ?
tim10-1 inh: 2; Jurkat NFkB inh: 7; 697 NFkB inh: 3; XBP1 UPR activ: -3; Mdm2-MdmX inh: 10; tim23-1 inh: 5; CHOP UPR activ: 0.2; TIM10 inh: 5

Results for O=C(Nc1ccc(Cl)cc1)OCCn1nnnc1C(c1ccccc1Cl)N1CCOCC1 (stereo unspecified) ?
tim10-1 inh: 20; Jurkat NFkB inh: 6; 697 NFkB inh: 6; XBP1 UPR activ: -1; Mdm2-MdmX inh: 30; tim23-1 inh: 19; CHOP UPR activ: 0.9; TIM10 inh: 21

Results (from the top)
How did Cc1ccc(C)c(N(C)C(=O)COc2cc(=O)n(C)c3ccccc23)c1 do in these assays?
tim10-1 inh: 20; Jurkat NFkB inh: 7; 697 NFkB inh: 7; XBP1 UPR activ: 1; Mdm2-MdmX inh: 4; tim23-1 inh: 23; CHOP UPR activ: 1.5; TIM10 inh: -1

Results for O=C(O)CCc1ccc(-c2ccc(Cl)cc2)n1NC(=O)c1ccc(O)cc1 ?
tim10-1 inh: 2; Jurkat NFkB inh: 7; 697 NFkB inh: 3; XBP1 UPR activ: -3; Mdm2-MdmX inh: 10; tim23-1 inh: 5; CHOP UPR activ: 0.2; TIM10 inh: 5

Results for O=C(Nc1ccc(Cl)cc1)OCCn1nnnc1C(c1ccccc1Cl)N1CCOCC1 (stereo unspecified) ?
tim10-1 inh: 20; Jurkat NFkB inh: 6; 697 NFkB inh: 6; XBP1 UPR activ: -1; Mdm2-MdmX inh: 30; tim23-1 inh: 19; CHOP UPR activ: 0.9; TIM10 inh: 21

How did CCOC(=O)C[C@H]1c2ccccc2S(=O)(=O)N1C1CC1 do in these assays?
tim10-1 inh: 12; Jurkat NFkB inh: 26; 697 NFkB inh: 13; XBP1 UPR activ: 2; Mdm2-MdmX inh: -3; tim23-1 inh: 12; CHOP UPR activ: 3.2; TIM10 inh: -7

Results for O=C(OCc1nnc(-c2cccs2)o1)c1cccnc1Cl ?
tim10-1 inh: 5; Jurkat NFkB inh: 3; 697 NFkB inh: 17; XBP1 UPR activ: 3; Mdm2-MdmX inh: 0; tim23-1 inh: 0; CHOP UPR activ: 4.9; TIM10 inh: 5

Results for CCOC(=O)c1c(NC(=O)CN2CCCCC2)sc2c1CCN(C(=O)OCC)C2 ?
tim10-1 inh: 7; Jurkat NFkB inh: -15; 697 NFkB inh: -68; XBP1 UPR activ: -2; Mdm2-MdmX inh: 12; tim23-1 inh: 35; CHOP UPR activ: 2.0; TIM10 inh: 17

Results for CCN1CCN(C2=C(NS(=O)(=O)c3ccc(C)cc3)C(=O)c3ccccc3C2=O)CC1 ?
tim10-1 inh: 14; Jurkat NFkB inh: 29; 697 NFkB inh: 8; XBP1 UPR activ: -1; Mdm2-MdmX inh: 37; tim23-1 inh: 18; CHOP UPR activ: 0.7; TIM10 inh: 12

Results for CC1(C)C2([N+](=O)[O-])CN3CC1([N+](=O)[O-])CN(C2)C3C(O)C(O)C(O)CO (stereo unspecified) ?
tim10-1 inh: -4; Jurkat NFkB inh: -8; 697 NFkB inh: 1; XBP1 UPR activ: 1; Mdm2-MdmX inh: -4; tim23-1 inh: 15; CHOP UPR activ: 1.7; TIM10 inh: -11

Results for O=C(Nc1cccc(OC(=O)c2ccco2)c1)c1ccco1 ?
tim10-1 inh: 16; Jurkat NFkB inh: -8; 697 NFkB inh: 3; XBP1 UPR activ: 0; Mdm2-MdmX inh: 4; tim23-1 inh: 20; CHOP UPR activ: 1.3; TIM10 inh: 36

How did COc1ccc(N(CC(=O)N2CCOCC2)S(C)(=O)=O)c(OC)c1 do in these assays?
tim10-1 inh: 27; Jurkat NFkB inh: -43; 697 NFkB inh: -48; XBP1 UPR activ: -4; Mdm2-MdmX inh: -9; tim23-1 inh: 14; CHOP UPR activ: 0.0; TIM10 inh: -1

How did O=C(COC(=O)/C=C/c1cccc(C(F)(F)F)c1)Nc1cccc2ccccc12 do in these assays?
tim10-1 inh: 7; Jurkat NFkB inh: 2; 697 NFkB inh: 13; XBP1 UPR activ: -2; Mdm2-MdmX inh: 11; tim23-1 inh: -4; CHOP UPR activ: -0.1; TIM10 inh: 0

Results for O=C(NC1CCCc2c1cnn2-c1cc(F)cc(F)c1)c1ccc[n+]([O-])c1 (stereo unspecified) ?
tim10-1 inh: 3; Jurkat NFkB inh: -10; 697 NFkB inh: 21; XBP1 UPR activ: 2; Mdm2-MdmX inh: 7; tim23-1 inh: -6; CHOP UPR activ: 0.4; TIM10 inh: 1

Results for CCC1=C(OC(=O)N(CC)CC)N2C(=O)OC(=NCC(=O)OC)[C@]2(C)[C@H]2C1=CC[C@H]1C(=O)N(CC(=O)OC)C(=O)[C@H]12 ?
tim10-1 inh: 12; Jurkat NFkB inh: -1; 697 NFkB inh: 0; XBP1 UPR activ: 0; Mdm2-MdmX inh: 15; tim23-1 inh: 16; CHOP UPR activ: -1.8; TIM10 inh: 13

How did COC(=O)c1cc(NC(=S)NCc2ccc(Cl)cc2)cc(C(=O)OC)c1 do in these assays?
tim10-1 inh: 10; Jurkat NFkB inh: -1; 697 NFkB inh: 12; XBP1 UPR activ: -2; Mdm2-MdmX inh: -21; tim23-1 inh: 27; CHOP UPR activ: -0.5; TIM10 inh: 8

How did Cc1ccc(S(=O)(=O)N2CCOCC2)cc1NC(=O)COC(=O)c1cc(=O)c2ccccc2o1 do in these assays?
tim10-1 inh: 2; Jurkat NFkB inh: 5; 697 NFkB inh: 1; XBP1 UPR activ: -1; Mdm2-MdmX inh: 3; tim23-1 inh: 9; CHOP UPR activ: -0.5; TIM10 inh: 6

What do the screens show for `Cc1ccc(NC(=S)N2CCC(c3nc4ccccc4s3)CC2)cc1`?
tim10-1 inh: 30; Jurkat NFkB inh: -12; 697 NFkB inh: 3; XBP1 UPR activ: -3; Mdm2-MdmX inh: 10; tim23-1 inh: 45; CHOP UPR activ: -1.9; TIM10 inh: 39

How did COc1ccc(C(=O)CSc2nnc(-c3cnccn3)n2Cc2ccco2)cc1 do in these assays?
tim10-1 inh: 25; Jurkat NFkB inh: -5; 697 NFkB inh: -16; XBP1 UPR activ: 1; Mdm2-MdmX inh: 11; tim23-1 inh: 36; CHOP UPR activ: -1.4; TIM10 inh: 13

Results for CC(=O)c1cccc(NC(=O)N2CCCC2C(=O)Nc2ccc3c(c2)OCO3)c1 (stereo unspecified) ?
tim10-1 inh: 7; Jurkat NFkB inh: -1; 697 NFkB inh: 17; XBP1 UPR activ: -2; Mdm2-MdmX inh: 0; tim23-1 inh: 7; CHOP UPR activ: -0.1; TIM10 inh: -2

How did Cc1cc(C)cc(Oc2nc(C(F)(F)F)nc3ccccc23)c1 do in these assays?
tim10-1 inh: 30; Jurkat NFkB inh: 49; 697 NFkB inh: -1; XBP1 UPR activ: -1; Mdm2-MdmX inh: 21; tim23-1 inh: 32; CHOP UPR activ: 0.3; TIM10 inh: 16

How did O=C(O)CC/C(=N\Nc1ccccc1[N+](=O)[O-])c1cccs1 do in these assays?
tim10-1 inh: 24; Jurkat NFkB inh: -11; 697 NFkB inh: 19; XBP1 UPR activ: -2; Mdm2-MdmX inh: 4; tim23-1 inh: 23; CHOP UPR activ: 0.8; TIM10 inh: 12

How did CCN(CCC(=O)Nc1cc([N+](=O)[O-])ccc1OC)Cc1ccccc1 do in these assays?
tim10-1 inh: 24; Jurkat NFkB inh: -10; 697 NFkB inh: -1; XBP1 UPR activ: 0; Mdm2-MdmX inh: 11; tim23-1 inh: 9; CHOP UPR activ: 0.1; TIM10 inh: 14

Results for O=C(C1CCCCN1S(=O)(=O)c1ccc(F)cc1)N1CCN(c2ccccc2F)CC1 (stereo unspecified) ?
tim10-1 inh: 0; Jurkat NFkB inh: 7; 697 NFkB inh: 15; XBP1 UPR activ: -3; Mdm2-MdmX inh: 28; tim23-1 inh: 14; CHOP UPR activ: 0.9; TIM10 inh: -19

Results for CC1CCCCN1Cc1ccc(-c2nnn(CC(=O)NC3CCCCC3)n2)cc1 (stereo unspecified) ?
tim10-1 inh: 9; Jurkat NFkB inh: -3; 697 NFkB inh: -33; XBP1 UPR activ: -1; Mdm2-MdmX inh: 13; tim23-1 inh: 13; CHOP UPR activ: -0.1; TIM10 inh: -6

How did O=C(NCCCn1cccn1)C1CCC(=O)N(CCc2ccccc2)C1 (stereo unspecified) do in these assays?
tim10-1 inh: -7; Jurkat NFkB inh: 6; 697 NFkB inh: 15; XBP1 UPR activ: -3; Mdm2-MdmX inh: 13; tim23-1 inh: 3; CHOP UPR activ: -2.2; TIM10 inh: 2

Results for COc1ccc(NC(=O)c2ccccc2NC(=O)NC2CCCCC2)cc1 ?
tim10-1 inh: 37; Jurkat NFkB inh: -6; 697 NFkB inh: -3; XBP1 UPR activ: 6; Mdm2-MdmX inh: 2; tim23-1 inh: 27; CHOP UPR activ: 1.5; TIM10 inh: 28

How did COc1ccc(F)cc1S(=O)(=O)n1cc(C)nc1-c1ccccc1 do in these assays?
tim10-1 inh: 0; Jurkat NFkB inh: -2; 697 NFkB inh: -1; XBP1 UPR activ: -2; Mdm2-MdmX inh: 7; tim23-1 inh: 14; CHOP UPR activ: 1.6; TIM10 inh: -4

How did C=CCNC(=O)c1ccc2c(=O)n(Cc3ccccc3OC)c(=S)[nH]c2c1 do in these assays?
tim10-1 inh: -20; Jurkat NFkB inh: -4; 697 NFkB inh: 4; XBP1 UPR activ: -6; Mdm2-MdmX inh: -10; tim23-1 inh: -8; CHOP UPR activ: -0.3; TIM10 inh: 1

How did COc1ccc(CC(=O)NC2CCN(CC(=O)N3CCCc4ccccc43)CC2)cc1OC do in these assays?
tim10-1 inh: 3; Jurkat NFkB inh: 8; 697 NFkB inh: 3; XBP1 UPR activ: 0; Mdm2-MdmX inh: 22; tim23-1 inh: 2; CHOP UPR activ: -0.5; TIM10 inh: 3

What do the screens show for `CCOCCCNS(=O)(=O)Cc1ccccc1`?
tim10-1 inh: 9; Jurkat NFkB inh: 0; 697 NFkB inh: -6; XBP1 UPR activ: 1; Mdm2-MdmX inh: -20; tim23-1 inh: 7; CHOP UPR activ: -2.2; TIM10 inh: -10

Results for CN(C)c1nc(Oc2ccc(=O)[nH]n2)nc(N2CCOCC2)n1 ?
tim10-1 inh: -1; Jurkat NFkB inh: 4; 697 NFkB inh: 17; XBP1 UPR activ: -10; Mdm2-MdmX inh: 26; tim23-1 inh: -2; CHOP UPR activ: -0.2; TIM10 inh: 4

What do the screens show for `O=S(=O)(c1ccc2nc(COc3ccc(Cl)cc3Cl)[nH]c2c1)N1CCOCC1`?
tim10-1 inh: 34; Jurkat NFkB inh: -28; 697 NFkB inh: -32; XBP1 UPR activ: 2; Mdm2-MdmX inh: 5; tim23-1 inh: 17; CHOP UPR activ: 3.6; TIM10 inh: 0

Results for CCCC(=O)Nc1ccc(Cl)c(NC(=O)c2cccnc2)c1 ?
tim10-1 inh: -14; Jurkat NFkB inh: 7; 697 NFkB inh: 12; XBP1 UPR activ: -4; Mdm2-MdmX inh: 28; tim23-1 inh: -15; CHOP UPR activ: 1.3; TIM10 inh: 8

What do the screens show for `Cc1cccc(-n2nnc(C(=O)NCc3ccco3)c2N)c1`?
tim10-1 inh: 24; Jurkat NFkB inh: -7; 697 NFkB inh: 6; XBP1 UPR activ: 2; Mdm2-MdmX inh: 1; tim23-1 inh: 9; CHOP UPR activ: 2.4; TIM10 inh: 5
